Pf Dd2 growth: P. falciparum Dd2 growth inhibitors, primary screen, SYBR Green fluorescence, single dose replicates; 72 h; stronger effect = lower value; activity change, % at 10 µM; hit rate 2.3% among 94,000; in the data active = activity change below about -80%
Tcruzi prolif: T. cruzi intracellular proliferation inhibitors, primary screen, cell-based, beta-gal Tulahuen parasites, NIH3T3 host, luminescence | hit rate 5.9% among 77,000 | inhibition, % at 8.34 µM | T. cruzi beta-gal in NIH3T3, GalScreen luminescence, 90 h | AID 624255, 2012;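 active = mean inhibition above about 93%, with at least 55% of replicates each passing it, limit read from the data, passing the limit was not always enough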
C diff HTS: C. difficile growth inhibitors, primary screen, HTS; growth activity, negative = inhibition, % at 16 µg/mL (by protocol); AID 1259249, 2017; Clostridium difficile clinical isolate growth, OD600, 24 h; stronger effect = lower value; hit rate 0.25% among 86,000;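 active = mean growth activity at or below -80% and every replicate also at or below -80%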;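 also: 0% = DMSO wells and -100% = levofloxacin 16 µg/mL wells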
KDM4C inh: inhibitors of GASC-1 (KDM4C) histone demethylase, primary screen, biochemical, single concentration HTS; GST-KDM4C 2-372, H3K9me3 peptide, LANCE TR-FRET; inhibition, % at 12.5 µM; hit rate 0.15% among 96,000;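 active = mean replicate inhibition above about 25%, with at least 55% of replicates also reaching it, limit read from the data, passing the limit was not always enough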
Target sequence (Q9H3R0 2-372 limits assumed): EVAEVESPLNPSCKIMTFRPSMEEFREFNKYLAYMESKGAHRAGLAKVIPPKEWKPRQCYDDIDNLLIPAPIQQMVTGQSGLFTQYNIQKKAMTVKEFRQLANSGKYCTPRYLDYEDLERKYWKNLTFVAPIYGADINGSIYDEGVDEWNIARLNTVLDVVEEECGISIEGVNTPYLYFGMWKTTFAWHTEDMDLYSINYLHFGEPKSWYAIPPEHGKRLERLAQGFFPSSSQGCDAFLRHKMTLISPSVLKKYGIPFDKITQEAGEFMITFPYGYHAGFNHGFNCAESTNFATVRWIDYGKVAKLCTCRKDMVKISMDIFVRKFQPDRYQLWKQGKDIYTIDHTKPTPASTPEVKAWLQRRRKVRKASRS
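Test system: N-terminal GST-fused human GASC-1 (KDM4C) fragment, residues 2-372; quantity: GASC-1 enzyme at 10 nM final in reaction; dosing: single dose; schedule: 30 min demethylation and 1 h detection at room temperature; signal: LANCE TR-FRET, excitation 340 nm, emissions 618 and 671 nm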
* hit, by the source's call; / = no result given; & = joins results of further samples.

SMILES	Pf Dd2 growth	Tcruzi prolif	C diff HTS	KDM4C inh
C[C@@H]1CCCCO[C@@H](CN(C)C(=O)NC2CCCCC2)[C@@H](C)CN([C@H](C)CO)C(=O)c2cc(NS(=O)(=O)c3cccs3)ccc2O1	14	-6	-2	0.0
C[C@H]1CN([C@@H](C)CO)C(=O)c2cc(Br)cnc2O[C@H]1CN(C)Cc1ccccc1	-17	-3	8	1.3
CO[C@@H]1CN(C)C(=O)c2cc(NC(=O)C3CC3)ccc2OC[C@@H](C)N(Cc2ccc(F)cc2)C[C@H]1C	/	51	/	-1.4
C[C@@H]1CN([C@@H](C)CO)C(=O)c2cccc(NS(=O)(=O)c3cccs3)c2O[C@H]1CN(C)CC1CCCCC1	15	25	6	-0.2
Cc1ccccc1-c1ccc([C@H]2[C@@H](CO)N3C(=O)CN(C(=O)c4ccccn4)C[C@@H]23)cc1	2	/	-7	-0.2
C[C@@H]1CCCCO[C@H](CN(C)S(=O)(=O)c2cn(C)cn2)[C@@H](C)CN([C@H](C)CO)C(=O)c2cc(NC(=O)CCC(F)(F)F)ccc2O1	40	37	-14	0.1
C[C@@H]1CCCCO[C@@H](CN(C)C(=O)c2ccccc2)[C@H](C)CN([C@H](C)CO)C(=O)c2cc(NS(=O)(=O)c3cccs3)ccc2O1	-6	67	1	-0.5
C[C@H]1CN([C@@H](C)CO)C(=O)Cc2cc(NC(=O)Nc3ccc(F)cc3)ccc2O[C@@H]1CN(C)C(=O)Nc1ccc(F)cc1	18	-3	-1	0.0
CCC(=O)N1CC2(C1)[C@H](c1ccccc1)[C@H](CO)N2Cc1cccc(Cl)c1	0	/	11	-0.5
COC(=O)[C@@H]1[C@@H](CO)[C@@H]2Cn3c(ccc(-c4ccc(F)cc4)c3=O)[C@@H]2N1C(=O)C1CCC1	/	114*	0	-0.4
CC(=O)N1[C@H](CNC(=O)C2CC2)[C@H](c2ccc(-c3ccccc3)cc2)[C@@H]1CO	-25	55	-3	1.3
O=C(C[C@H]1C[C@H]2c3cc(NS(=O)(=O)c4ccc(F)cc4)ccc3O[C@H]2[C@@H](CO)O1)NCc1ccccn1	-1	/	-3	-1.9
CN1C(=O)c2cc(NC(=O)c3cnccn3)ccc2OC[C@H]2O[C@@H](CC(=O)NC3CCC3)CC[C@H]21	-9	0	-6	-2.1
C[C@H]1CCCCO[C@H](CN(C)S(=O)(=O)c2cccs2)[C@@H](C)CN([C@@H](C)CO)C(=O)c2cc(NC(=O)Nc3ccc(C(F)(F)F)cc3)ccc2O1	-71	99*	8	-3.1
COc1ccc(S(=O)(=O)Nc2ccc3c(c2)CC(=O)N([C@@H](C)CO)C[C@@H](C)[C@H](CN(C)Cc2ccc(C(=O)O)cc2)O3)cc1	18	/	3	0.5
CCCNC(=O)N1CC(=O)N2[C@@H](CO)[C@H](c3ccc(C#Cc4ccc(F)cc4)cc3)[C@@H]2C1	3	/	-6	-1.1
C[C@H]1CN([C@@H](C)CO)C(=O)c2cc(NC(=O)Nc3ccc(F)cc3)ccc2O[C@H]1CN(C)S(=O)(=O)c1ccc(Cl)cc1	-19	65	5	1.3
CCCNC(=O)N(C)C[C@@H]1Oc2cc(C#CCC(C)C)ccc2S(=O)(=O)N([C@@H](C)CO)C[C@@H]1C	-26	87	1	2.4
CC(C)NC(=O)N(C)C[C@@H]1Oc2cc(-c3ccccc3)ccc2S(=O)(=O)N([C@@H](C)CO)C[C@@H]1C	-11	50	-3	-1.3
Cc1ccc(S(=O)(=O)Nc2ccc3c(c2)C(=O)N([C@@H](C)CO)C[C@@H](C)[C@@H](CN(C)Cc2ccc(-c4ccccc4)cc2)O3)cc1	29	76	16	-0.8
CC(C)C(=O)Nc1ccc2c(c1)C(=O)N(C)[C@H]1CC[C@H](CC(=O)NCCc3ccccc3)O[C@@H]1CO2	-5	12	5	1.5
N#C[C@@H]1[C@H](c2ccccc2-c2cccc(F)c2)[C@H](CO)N1C(=O)C1CC1	-83*	/	-1	0.0
CCC(=O)N(C)C[C@@H]1Oc2cc(-c3cccnc3)ccc2S(=O)(=O)N([C@H](C)CO)C[C@H]1C	44	-57	1	-1.6
C[C@@H]1CCCCO[C@H](CN(C)Cc2ccc(Cl)c(Cl)c2)[C@@H](C)CN([C@@H](C)CO)C(=O)c2cc(N(C)C)ccc2O1	-79	106*	/	12
COc1ccccc1-c1ccc2c(c1)O[C@H](CN(C)C(=O)Nc1cccc(F)c1)[C@@H](C)CN([C@@H](C)CO)S2(=O)=O	-49	79	9	-2.1
CCCNC(=O)N1C[C@@H](O)COC[C@@H]2O[C@H](CC(=O)N[C@@H]3CCN(Cc4ccccc4)C3)CC[C@H]21	/	58	-4&-4	-0.2
C[C@H]1CN([C@@H](C)CO)C(=O)Cc2cc(NC(=O)Cc3ccccc3)ccc2O[C@H]1CN(C)Cc1ccncc1	2	/	2	-0.9
O=C(Nc1ccc(Cl)c(Cl)c1)N[C@@H]1CC[C@@H](CCn2cc(C3CCCC3)nn2)O[C@H]1CO	-6	/	-12	-3.2
O=C(c1cccnc1)N1CC(=O)N2[C@H](CO)[C@H](c3ccc(/C=C/c4ccccc4)cc3)[C@@H]2C1	1	/	9	1.7
O=C(C[C@H]1CC[C@@H]2NC[C@H](O)COC[C@H]2O1)NC1Cc2ccccc2C1	/	23	-6&-10	3.7
COc1cccc(NC(=O)N2C[C@@H](O)COC[C@H]3O[C@@H](CC(=O)NCCCN4CCOCC4)CC[C@@H]32)c1	9	/	-3&-7	-1.6
CO[C@@H]1CN(C)C(=O)c2ccc(NC(C)=O)cc2OC[C@H](C)N(C(=O)c2ccccn2)C[C@@H]1C	4	-7	/	0.3
C[C@@H]1CN([C@H](C)CO)C(=O)Cc2cc(NC(=O)CCCN(C)C)ccc2O[C@H]1CN(C)C(=O)Nc1ccc2c(c1)OCO2	-70	34	-2	3.5
CCCN1C[C@@H](C)[C@@H](OC)CN(C)C(=O)c2cc(NC(=O)c3ccccc3F)ccc2OC[C@@H]1C	5	-16	/	-1.2
CCCC(=O)N1CC2(C1)CN(C(=O)Nc1c(C)noc1C)[C@@H](CO)c1c2c2ccc(OC)cc2n1C	14	/	-5	1.1
CCC(=O)N1C[C@H](O)COC[C@H]2O[C@@H](CC(=O)NCc3ccc(Oc4ccccc4)cc3)CC[C@@H]21	-2	-14	-2&-3	-7.5
COc1ccc(NC(=O)N[C@H]2CC[C@@H](CC(=O)NC3CCC3)O[C@@H]2CO)cc1	-16	10	/	0.1
COCC(=O)N1CC2(C1)[C@H](c1ccccc1)[C@@H](CO)N2C(=O)c1cccnc1	9	/	9	0.5
C[C@H](CO)N1C[C@H](C)[C@H](CN(C)S(=O)(=O)c2ccc(Cl)cc2)Oc2ccc(NC(=O)Cc3cn(C)c4ccccc34)cc2C1=O	-47	58	3	0.8
O=C(O)C[C@@H]1C[C@H]2c3cc(NC(=O)Nc4ccccc4)ccc3O[C@H]2[C@H](CO)O1	17	24	-2	1.8

In another format: entries from further up.
> COCC(=O)N1CC2(C1)[C@H](c1ccccc1)[C@@H](CO)N2C(=O)c1cccnc1
  Pf Dd2 growth: 9	Tcruzi prolif: /	C diff HTS: 9	KDM4C inh: 0.5

> C[C@H](CO)N1C[C@H](C)[C@H](CN(C)S(=O)(=O)c2ccc(Cl)cc2)Oc2ccc(NC(=O)Cc3cn(C)c4ccccc34)cc2C1=O
  Pf Dd2 growth: -47	Tcruzi prolif: 58	C diff HTS: 3	KDM4C inh: 0.8

(list continues)
SMILES	Pf Dd2 growth	Tcruzi prolif	C diff HTS	KDM4C inh
C[C@H](CO)N1C[C@H](C)[C@H](CN(C)C(=O)c2ccccc2)OCCCC[C@H](C)Oc2ccc(NC(=O)c3ccccc3)cc2C1=O	-25	30	-6	-0.3
O=C(Nc1ccc(Cl)cc1)N[C@H]1CC[C@H](CCNC(=O)c2ccccc2F)O[C@@H]1CO	-17	35	2	/
C[C@@H]1CN([C@H](C)CO)C(=O)Cc2cc(NC(=O)Cc3cn(C)c4ccccc34)ccc2O[C@@H]1CN(C)CC1CC1	-2	21	0	-1.9
O=C(CC(F)(F)F)N1C[C@@H]2[C@H](c3ccccc31)[C@@H](CO)N2C(=O)CN1CCOCC1	-8	4	-5	1.7
C[C@H](CO)N1C[C@H](C)[C@@H](CN(C)C(=O)Cc2ccccn2)Oc2ncc(-c3ccc(F)cc3)cc2C1=O	-12	/	-9	-0.7
CC(C)NC(=O)Nc1ccc2c(c1)CC(=O)N([C@@H](C)CO)C[C@H](C)[C@H](CN(C)C(=O)Nc1ccccc1)O2	12	-12	-1	-0.9
Cc1ccccc1S(=O)(=O)N1CC(=O)N2[C@H](C1)[C@@H](c1ccc(C#Cc3ccccc3)cc1)[C@@H]2CO	-82*	/	-1	-1.8
Cc1ccc(S(=O)(=O)N2C[C@H](O)COC[C@@H]3O[C@H](CC(=O)NCC4CCCCC4)CC[C@H]32)cc1	-38	19	/	0.3
C[C@H]1CN([C@@H](C)CO)C(=O)c2cccc(NC(=O)Nc3cccc4ccccc34)c2O[C@H]1CN(C)S(=O)(=O)c1ccccc1	-36	55	11	0.8
CCC(=O)Nc1ccc2c(c1)OC[C@H](C)N(CCc1ccccc1)C[C@H](C)[C@H](OC)CN(C)C2=O	7	26	/	0.6
CN(C)Cc1cn(CC[C@@H]2CC[C@H](NS(=O)(=O)c3ccc(-c4ccccc4)cc3)[C@@H](CO)O2)nn1	9	-240	/	1.2
O=C(C[C@H]1C=C[C@@H](NS(=O)(=O)c2ccccc2)[C@@H](CO)O1)NCc1ccncn1	17	-31	-1	0.2
O=C(CN1CCOCC1)NCC[C@@H]1CC[C@@H](NC(=O)Nc2ccc(Cl)cc2)[C@H](CO)O1	4	65	-1	-0.6
CCCN1C[C@@H](C)[C@@H](OC)CN(C)C(=O)c2cc(NC(=O)NC3CCCC3)ccc2OC[C@@H]1C	26	/	2	1.6
Cc1noc(C)c1NC(=O)Nc1cccc2c1O[C@@H](CN(C)CC1CCCCC1)[C@H](C)CN([C@H](C)CO)C2=O	1	50	0	-0.6
COc1ccc(CN2C[C@@H](C)[C@@H](OC)CN(C)C(=O)c3cc(NC(C)=O)ccc3OC[C@H]2C)cc1	12	-44	/	0.2
C[C@@H]1CN([C@@H](C)CO)C(=O)c2cccc(NS(=O)(=O)c3cn(C)cn3)c2O[C@@H]1CN(C)CC1CCCCC1	6	0	1	-0.7
C[C@@H]1CN([C@@H](C)CO)C(=O)c2cccc(NC(=O)c3cnccn3)c2O[C@H]1CN(C)S(=O)(=O)c1ccc(F)cc1	-19	30	-7	1.4
COCC#Cc1ccc2c(c1)O[C@H](CN(C)C(=O)C1CCCCC1)[C@H](C)CN([C@H](C)CO)S2(=O)=O	-33	32	2	-5.1
COCCNC(=O)C[C@H]1CC[C@@H]2[C@@H](COc3ccc(NC(=O)c4ccno4)cc3C(=O)N2C)O1	0	7	0	1.1
CCc1cnc(N2[C@H](C#N)[C@H](c3ccc(C#CCC4CCCC4)cc3)[C@@H]2CO)s1	-58	98*	-3	-3.4
CCNC(=O)[C@@H]1[C@@H](CO)[C@@H]2Cn3c(ccc(-c4ccccc4)c3=O)[C@@H]2N1CC	/	19	-1	6.7
C[C@@H]1CN([C@@H](C)CO)C(=O)c2cccc(NC(=O)c3cnccn3)c2O[C@@H]1CN(C)C(=O)NC1CCCCC1	-10	29	1	0.5

Among those listed so far, these contain a Cl atom:
SMILES	Pf Dd2 growth	Tcruzi prolif	C diff HTS	KDM4C inh
CCC(=O)N1CC2(C1)[C@H](c1ccccc1)[C@H](CO)N2Cc1cccc(Cl)c1	0	/	11	-0.5
C[C@H]1CN([C@@H](C)CO)C(=O)c2cc(NC(=O)Nc3ccc(F)cc3)ccc2O[C@H]1CN(C)S(=O)(=O)c1ccc(Cl)cc1	-19	65	5	1.3
C[C@@H]1CCCCO[C@H](CN(C)Cc2ccc(Cl)c(Cl)c2)[C@@H](C)CN([C@@H](C)CO)C(=O)c2cc(N(C)C)ccc2O1	-79	106*	/	12
O=C(Nc1ccc(Cl)c(Cl)c1)N[C@@H]1CC[C@@H](CCn2cc(C3CCCC3)nn2)O[C@H]1CO	-6	/	-12	-3.2
C[C@H](CO)N1C[C@H](C)[C@H](CN(C)S(=O)(=O)c2ccc(Cl)cc2)Oc2ccc(NC(=O)Cc3cn(C)c4ccccc34)cc2C1=O	-47	58	3	0.8
O=C(Nc1ccc(Cl)cc1)N[C@H]1CC[C@H](CCNC(=O)c2ccccc2F)O[C@@H]1CO	-17	35	2	/
O=C(CN1CCOCC1)NCC[C@@H]1CC[C@@H](NC(=O)Nc2ccc(Cl)cc2)[C@H](CO)O1	4	65	-1	-0.6

From PubChem BioAssay
